High-throughput results deposited in PubChem by Broad Institute.
U2OS ROS induce: raises reactive oxygen species in U2OS cancer cells; hit rate 2% among 46,000; U2OS ROS induction, H2DCF-DA fluorescence; ROS induction (% of piperlongumine), % at 10 µM; in the data active = ROS induction above about 79%, passing the limit was not always enough;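 note: 0% = DMSO vehicle median and 100% = reference compound median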
Active calls of the source: *. The list is partial; count on the stated rates, not on these rows.

SMILES	U2OS ROS induce
COc1ccc(NC(=O)N(C)C[C@H]2Oc3c(NS(=O)(=O)c4ccc(C)cc4)cccc3C(=O)N([C@@H](C)CO)C[C@H]2C)cc1	-9
O=C(Nc1cccc(C(F)(F)F)c1)Nc1cc(Cl)ccc1C(=O)O	-23
COc1ccc([N+](=O)[O-])cc1N(CC(=O)N1CCCCC1)S(C)(=O)=O	-10
CC(C)C1Cc2c(sc3nc(SCc4ccc(Cl)c(Cl)c4)nc(N)c23)CO1 (stereo unspecified)	-6
Cc1csc2sc(-c3ccnc(SCC(=O)NCc4ccccc4)n3)c(C)c12	62
Cc1ccc(S(=O)(=O)Nc2ccc3c(c2)C(=O)N([C@H](C)CO)C[C@H](C)[C@@H](CN(C)CC2CCCCC2)O3)cc1	-12
C[C@H]1CN([C@@H](C)CO)C(=O)c2cccc(NC(=O)C3CCOCC3)c2O[C@H]1CN(C)C(=O)Nc1ccc2c(c1)OCO2	-9
Cc1noc(C)c1S(=O)(=O)Nc1ccc2c(c1)CC(=O)N([C@@H](C)CO)C[C@H](C)[C@@H](CN(C)S(=O)(=O)c1cn(C)cn1)O2	-13
Cc1ccc(NC(=O)C2CC(=O)n3c(nc4ccccc43)N2)cc1Cl (stereo unspecified)	5
CC(C)NC(=O)N(C)C[C@H]1Oc2ccc(NC(=O)Nc3ccc4c(c3)OCO4)cc2C(=O)N([C@@H](C)CO)C[C@H]1C	-5
C[C@@H]1CN([C@@H](C)CO)C(=O)c2cc(NC(=O)Nc3ccc4c(c3)OCO4)ccc2O[C@H]1CN(C)C(=O)Nc1ccc(C(F)(F)F)cc1	18
COc1ccc(NC(=O)Nc2ccc3c(c2)C(=O)N([C@H](C)CO)C[C@@H](C)[C@H](CN(C)Cc2ccc(C(F)(F)F)cc2)O3)cc1	-5

Continued, overlapping the part above by 2 compounds.
SMILES	U2OS ROS induce
C[C@@H]1CN([C@@H](C)CO)C(=O)c2cc(NC(=O)Nc3ccc4c(c3)OCO4)ccc2O[C@H]1CN(C)C(=O)Nc1ccc(C(F)(F)F)cc1	18
COc1ccc(NC(=O)Nc2ccc3c(c2)C(=O)N([C@H](C)CO)C[C@@H](C)[C@H](CN(C)Cc2ccc(C(F)(F)F)cc2)O3)cc1	-5
C[C@H]1CN([C@@H](C)CO)C(=O)Cc2cc(NC(=O)C3CC3)ccc2O[C@@H]1CN(C)C(=O)Nc1ccc(C(F)(F)F)cc1	21
COc1ccccc1NC(=O)CSc1nnnn1-c1cc(C)cc(C)c1	0
COc1ccc(N(CC(=O)Nc2cccc([N+](=O)[O-])c2C)S(C)(=O)=O)cc1Cl	-5
C[C@H](CO)N1C[C@H](C)[C@H](CN(C)C(=O)Nc2cccc3ccccc23)Oc2ccc(NC(=O)Nc3ccc(C(F)(F)F)cc3)cc2CC1=O	-7
c1cc(C2OCC3(CO2)COC(c2ccncc2)OC3)ccn1 (stereo unspecified)	-7
Cc1noc(C)c1NC(=O)Nc1ccc2c(c1)C(=O)N([C@@H](C)CO)C[C@H](C)[C@H](CN(C)CC1CCCCC1)O2	-8
COc1ccc(S(=O)(=O)N(C)C[C@H]2Oc3ccc(NC(=O)Cn4cnnn4)cc3CC(=O)N([C@H](C)CO)C[C@H]2C)cc1	5
C[C@@H]1CN([C@H](C)CO)C(=O)Cc2cc(NS(=O)(=O)c3cn(C)cn3)ccc2O[C@@H]1CN(C)CC1CC1	-8
COc1cc(O)c(CCO)c2c1C(=O)C[C@@H](C)O2	9
C[C@@H]1CN([C@@H](C)CO)C(=O)c2cccc(N(C)C)c2O[C@@H]1CN(C)Cc1ccc(Oc2ccccc2)cc1	-1
C=CCSc1nnc(Cc2c(C)[nH]c3ccccc23)o1	-17
CCNc1nc(NCC)nc(SCCOc2ccc(Br)cc2)n1	14
Cc1cc(NC(=O)CSc2nnnn2-c2ccccc2)ccc1Cl	-5
CO[C@@H]1[C@@H](OC(N)=O)[C@@H](O)C(Oc2ccc3c(O)c(NC(=O)c4ccc(O)c(CC=C(C)C)c4)c(=O)oc3c2C)OC1(C)C (stereo partly specified)	-7
COc1ccc(CC(=O)Nc2cccc(-c3nnc(-c4ccco4)o3)c2)cc1	55
C[C@H](CO)N1C[C@H](C)[C@H](CN(C)S(=O)(=O)c2ccc(F)cc2)Oc2ccc(NC(=O)CCN3CCOCC3)cc2CC1=O	3
C[C@H](CO)N1C[C@H](C)[C@@H](CN(C)C(=O)Nc2ccc(C(F)(F)F)cc2)Oc2ccc(NC(=O)CCN3CCOCC3)cc2C1=O	5
COc1ccc(S(=O)(=O)N(C)C[C@@H]2Oc3ccc(NC(=O)CCCCCC(=O)Nc4ccccc4N)cc3CC(=O)N([C@@H](C)CO)C[C@@H]2C)cc1	-3
C[C@@H]1CN([C@H](C)CO)C(=O)c2cc(NC(=O)CCN3CCOCC3)ccc2O[C@H]1CN(C)Cc1ccccc1	-10
C[C@@H]1CN([C@@H](C)CO)C(=O)c2cccc(NC(=O)NC3CCCCC3)c2O[C@@H]1CN(C)Cc1ccc(C(=O)O)cc1	-17
C[C@H]1CN([C@@H](C)CO)C(=O)Cc2cc(NS(=O)(=O)c3ccccc3)ccc2O[C@@H]1CN(C)S(=O)(=O)c1ccc(F)cc1	-5
OC(Cc1ccccc1)(c1ccccc1)c1ccccc1N=Cc1ccc2c(c1)OCO2 (stereo unspecified)	17
C[C@H](CO)N1C[C@H](C)[C@H](CN(C)S(=O)(=O)c2ccccc2)Oc2ccc(NC(=O)CCN3CCOCC3)cc2CC1=O	-7
COc1ccc(OC)c(C(=O)c2coc3ccc(O)cc23)c1	9
C[C@H]1CN([C@@H](C)CO)C(=O)c2cccc(NC(=O)NC3CCCCC3)c2O[C@@H]1CN(C)CC1CC1	2
O=C(CSc1ncnc2scc(-c3ccc(Cl)cc3)c12)NCC1CCCO1 (stereo unspecified)	-5
C[C@H](CO)N1C[C@H](C)[C@@H](CN(C)S(=O)(=O)c2cccs2)Oc2ccc(NC(=O)CCCN(C)C)cc2C1=O	-12
C[C@@H]1CCCCO[C@H](CN(C)Cc2ccc(C(=O)O)cc2)[C@@H](C)CN([C@H](C)CO)C(=O)c2cc(NC(=O)c3ccncc3)ccc2O1	-4
Clc1ccc(N2CCN(Cc3c[nH]c4ncccc34)CC2)cc1	-11
C[C@H]1CN([C@@H](C)CO)C(=O)c2cccc(NC(=O)c3ccc(-c4nccs4)cc3)c2O[C@H]1CN(C)S(=O)(=O)c1ccccc1	24
CC(C)NC(=O)Nc1ccc2c(c1)C(=O)N([C@H](C)CO)C[C@H](C)[C@@H](CN(C)Cc1ccc(Cl)c(Cl)c1)OCCCC[C@@H](C)O2	42
O=C(CCCCCC(=O)Nc1ccccc1O)N/N=C/c1cc(F)ccc1O	2
C[C@H](CO)N1C[C@H](C)[C@H](CN(C)CC2CC2)Oc2ccc(NC(=O)c3ccncc3)cc2C1=O	2
CC(C)Cc1cnc(CCC(N)=O)c(=O)[nH]1	-10
Cc1cc(C(=O)Nc2cccc3c2O[C@@H](CN(C)CC2CCCCC2)[C@H](C)CN([C@@H](C)CO)C3=O)n(C)n1	1
O=C(NCCc1c[nH]c2ccccc12)NC12CC3CC(CC(C3)C1)C2	10

Structural class, those above containing a COOH group (3)
SMILES	U2OS ROS induce
O=C(Nc1cccc(C(F)(F)F)c1)Nc1cc(Cl)ccc1C(=O)O	-23
C[C@@H]1CN([C@@H](C)CO)C(=O)c2cccc(NC(=O)NC3CCCCC3)c2O[C@@H]1CN(C)Cc1ccc(C(=O)O)cc1	-17
C[C@@H]1CCCCO[C@H](CN(C)Cc2ccc(C(=O)O)cc2)[C@@H](C)CN([C@H](C)CO)C(=O)c2cc(NC(=O)c3ccncc3)ccc2O1	-4

Continued:
SMILES	U2OS ROS induce
Nn1c(-c2ccccn2)nnc1-c1ccccn1	-9
COc1ccc(-c2csc(NCc3ccccc3)n2)cc1	4
C=CCOC(=O)[C@H]1[C@@H]2C(=O)O[C@@H](c3ccccc3)[C@@H](c3ccccc3)N2[C@@H](c2ccc(OCCOC(=O)[C@@H]3C[C@@H]4C(=O)N5CCC[C@H]5C(=O)N4[C@@H]3c3ccc(O)cc3)cc2)[C@]12C(=O)Nc1ccc(I)cc12	-1
COC(=O)c1ccccc1NC(=O)CSc1nnnn1-c1cccc2ccccc12	0
Cc1noc(C)c1NC(=O)N(C)C[C@H]1Oc2c(NS(=O)(=O)c3c(C)noc3C)cccc2C(=O)N([C@@H](C)CO)C[C@H]1C	-5
CC(C)NC(=O)Nc1ccc2c(c1)C(=O)N([C@H](C)CO)C[C@H](C)[C@@H](CN(C)C(=O)CCCN(C)C)OCCCC[C@@H](C)O2	4
COc1cc([C@H]2OC[C@H]3[C@@H]2CO[C@@H]3c2ccc(OC)c(OC)c2)ccc1O	4
COc1ccc(NC(=O)CSc2nnc(C)s2)c([N+](=O)[O-])c1	-21
CN1C2=C(C(=O)CC(C)(C)C2)C(c2ccccc2OCC(=O)Nc2ccc(F)cc2)C2=C1CC(C)(C)CC2=O	134*
C=C[C@](C)(O)CC[C@H]1C(C)=CC(=O)[C@H]2C(C)(C)CCC[C@]12C	68
C[C@@H]1CN([C@H](C)CO)C(=O)c2cc(NC(=O)Cc3cn(C)c4ccccc34)ccc2O[C@@H]1CN(C)C(=O)Nc1cccc2ccccc12	15
C[C@H](CO)N1C[C@H](C)[C@H](CN(C)Cc2ccc(Cl)c(Cl)c2)Oc2ccc(NS(=O)(=O)c3ccccc3)cc2CC1=O	11

A few values from the results shown.
Under U2OS ROS induce, C[C@H](CO)N1C[C@H](C)[C@H](CN(C)Cc2ccc(Cl)c(Cl)c2)Oc2ccc(NS(=O)(=O)c3ccccc3)cc2CC1=O has the entry 11
Under U2OS ROS induce, COc1ccc(-c2csc(NCc3ccccc3)n2)cc1 has the entry 4
Under U2OS ROS induce, COC(=O)c1ccccc1NC(=O)CSc1nnnn1-c1cccc2ccccc12 has the entry 0
Under U2OS ROS induce, CN1C2=C(C(=O)CC(C)(C)C2)C(c2ccccc2OCC(=O)Nc2ccc(F)cc2)C2=C1CC(C)(C)CC2=O has the entry 134*
Under U2OS ROS induce, Cc1noc(C)c1NC(=O)N(C)C[C@H]1Oc2c(NS(=O)(=O)c3c(C)noc3C)cccc2C(=O)N([C@@H](C)CO)C[C@H]1C has the entry -5

(continued)
SMILES	U2OS ROS induce
Cc1ccc(S(=O)(=O)NCCSc2nnnn2-c2cc(C)ccc2C)cc1	0
C[C@@H]1CN([C@H](C)CO)C(=O)c2cc(NC(=O)CCCN(C)C)ccc2O[C@@H]1CN(C)S(=O)(=O)c1cn(C)cn1	3
CCN(C(=O)Cn1c(=O)oc2cc(S(=O)(=O)N3CCCC3)ccc21)c1ccccc1	2
C[C@@H]1CN([C@H](C)CO)C(=O)c2cc(NS(=O)(=O)c3ccccc3)ccc2O[C@@H]1CN(C)S(=O)(=O)c1cccs1	-7
CNC[C@@H]1Oc2ccc(NS(=O)(=O)c3ccc(Cl)cc3)cc2CC(=O)N([C@@H](C)CO)C[C@@H]1C	-19
CCCn1c(=O)cc(N)n(-c2ccc(OC(F)(F)F)cc2)c1=O	-1
COc1cccc(NC(=O)CSc2nnc(-c3ccccc3F)n2-c2ccccc2)c1	9
C[C@@H]1CCCCO[C@@H](CN(C)C(=O)c2ccccc2)[C@@H](C)CN([C@H](C)CO)C(=O)c2cc(NC(=O)c3ccncc3)ccc2O1	4
C[C@@H]1CN([C@H](C)CO)C(=O)c2cc(NC(=O)c3ccncc3)ccc2O[C@H]1CN(C)S(C)(=O)=O	-2
CCC(C)NC(=O)COc1ccc(C(C)(C)c2ccccc2)cc1 (stereo unspecified)	0
Cn1c(=O)[nH]c(=O)c2c1ncn2CC(=O)NCc1ccccc1	-6
O=C(NO)c1ccc(C(=O)N/N=C/c2ccc(Br)cc2)cc1	11
NCCCC[C@H](N)C(=O)N[C@@H](Cc1ccccc1)C(=O)N[C@@H](Cc1ccc(O)cc1)C(=O)O	-2
Cc1cc(C#N)c2c(C)ccc(C(C)C)cc1-2	16
NNC(=O)c1cc2c(s1)-c1ccccc1CC2	-8
C[C@@H]1CN([C@H](C)CO)C(=O)c2cc(NC(=O)C3CC3)ccc2O[C@H]1CN(C)Cc1ccc(Oc2ccccc2)cc1	-11
Cc1cc(C)nc(/N=C2\NC(=O)CC(C(=O)O)N2c2cccc(C(F)(F)F)c2)n1 (stereo unspecified)	-8
COc1ccc(NC(=O)Nc2ccc3c(c2)C(=O)N([C@H](C)CO)C[C@H](C)[C@H](CN(C)S(=O)(=O)c2ccc(C)cc2)OCCCC[C@@H](C)O3)cc1	65
CC(C)NC(=O)Nc1cccc2c1O[C@H](CN(C)S(=O)(=O)c1ccc(Cl)cc1)[C@@H](C)CN([C@@H](C)CO)C2=O	-4
COc1ccc(S(=O)(=O)Nc2ccc3c(c2)C(=O)N([C@@H](C)CO)C[C@@H](C)[C@@H](CN(C)C(=O)Nc2c(C)noc2C)O3)cc1	-9
COc1ccc(NC(=O)Nc2ccc3c(c2)CC(=O)N([C@H](C)CO)C[C@@H](C)[C@H](CN(C)Cc2ccc(-c4ccccc4)cc2)O3)cc1	10
Cc1noc(C)c1NC(=O)Nc1cccc2c1O[C@@H](CN(C)Cc1ccc(C(F)(F)F)cc1)[C@@H](C)CN([C@H](C)CO)C2=O	-3
CC1(C)COC(CCC/C=N/NC(=O)CCCCCCC(=O)Nc2ccccc2O)OC1	7
COc1ccc(C(=O)NCCn2cc(SCC(=O)N3CCCCC3)c3ccccc32)cc1	14
O=C(NCc1ccco1)c1ccccc1NC(=O)C1CC(=O)N(c2ccc(Cl)cc2)C1 (stereo unspecified)	8
NC(=S)c1cnccc1C(F)(F)F	61
C[C@@H]1CN([C@H](C)CO)C(=O)Cc2cc(NC(=O)CCC(F)(F)F)ccc2O[C@@H]1CN(C)C	-11
N#Cc1ccc(Sc2ccc(Cl)cc2)nc1	-5
Cc1noc(C)c1S(=O)(=O)N(C)C[C@H]1Oc2ccc(NS(=O)(=O)c3ccccc3)cc2C(=O)N([C@@H](C)CO)C[C@H]1C	-2
C[C@H](CO)N1C[C@H](C)[C@H](CN(C)Cc2ccc(-c3ccccc3)cc2)Oc2ccc(NS(=O)(=O)c3cccs3)cc2C1=O	15
